Bioassay records as filed in PubChem BioAssay.
CHO-K1 Ca ag: counter-screen for M1 agonists: effect in parental CHO-K1 cells; activation, % at 3 µM; hit rate 0.48% among 360,000; Fluo-8 calcium fluorescence; scaled to maximal ATP response, vehicle zero; in the data active = activation above about 15%;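 also: untransfected CHO-K1 host cells lacking M1 receptor as counterscreen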
CHRM1 antagonist: human M1 muscarinic receptor antagonists, primary screen, CHO-K1 cells, Fluo-8 calcium fluorescence, 1536-well | Muscarinic acetylcholine receptor M1 (Homo sapiens), P11229 | CHO-K1 hM1, ACh EC80 antagonist | inhibition, % at 3 µM | hit rate 1.3% among 360,000 | AID 588852, 2011;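 active = percent inhibition above its own plate's cutoff, namely the mean of that plate's compound wells plus 3 SD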;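 also: peak over basal fluorescence ratio during 140 s after agonist addition; 0% = ACh EC80 plus DMSO and 100% = DMSO alone without agonist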
Target sequence (P11229 whole entry, looked up): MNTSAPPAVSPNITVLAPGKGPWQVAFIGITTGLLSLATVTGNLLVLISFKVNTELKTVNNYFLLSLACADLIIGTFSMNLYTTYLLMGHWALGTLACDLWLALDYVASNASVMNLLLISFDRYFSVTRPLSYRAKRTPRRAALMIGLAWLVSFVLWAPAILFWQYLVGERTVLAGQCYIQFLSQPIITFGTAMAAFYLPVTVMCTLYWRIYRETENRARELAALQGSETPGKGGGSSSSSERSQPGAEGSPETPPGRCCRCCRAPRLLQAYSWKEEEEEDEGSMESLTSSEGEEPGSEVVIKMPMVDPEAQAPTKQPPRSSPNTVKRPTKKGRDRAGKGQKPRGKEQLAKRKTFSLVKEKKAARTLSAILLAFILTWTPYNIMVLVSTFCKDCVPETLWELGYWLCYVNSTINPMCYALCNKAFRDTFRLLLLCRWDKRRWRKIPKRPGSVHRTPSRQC
TAAR1 agonist: human TAAR1 agonists, primary screen, Fluo-8 calcium fluorescence, CHO RD-HGA16 cells; AID 624467, 2012; vehicle wells 0%, saturating PEA agonist 100%; activation, % at 3 µM; Trace amine-associated receptor 1 (Homo sapiens), Q96RJ0; hit rate 0.99% among 360,000;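 active = activation above the mean activation of all test compounds in the run plus 3 SD, cut at about 38% in these data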
Target sequence (Q96RJ0 whole entry, looked up): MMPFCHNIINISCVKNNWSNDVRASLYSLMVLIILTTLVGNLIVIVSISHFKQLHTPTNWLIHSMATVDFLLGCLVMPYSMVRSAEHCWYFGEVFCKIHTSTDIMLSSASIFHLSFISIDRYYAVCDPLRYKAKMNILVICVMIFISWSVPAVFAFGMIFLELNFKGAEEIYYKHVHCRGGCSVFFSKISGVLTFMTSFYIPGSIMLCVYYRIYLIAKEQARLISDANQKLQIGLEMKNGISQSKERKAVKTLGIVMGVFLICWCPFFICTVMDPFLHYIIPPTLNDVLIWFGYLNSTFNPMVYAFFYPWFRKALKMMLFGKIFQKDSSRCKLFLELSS
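Benchmarks: low control DMSO, high control PEA (EC100); System: CHO RD-HGA16 cells carrying human TAAR1 plus Gα16; Detection: Fluo-8 fluorescence, 5 s baseline then 140 s kinetic read; Schedule: 17-24 h plating, Fluo-8 75 min 37 °C, 30 min RT; Read-out basis: % activation from peak over basal fluorescence ratio, DMSO-to-PEA scaled.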
M1 PAM parental: nonselective calcium activators in parental CHO-K1 cells, primary screen, counter-screen for M1 PAM project, cell-based, Fluo-8 calcium fluorescence, full deck, 1536-well; ATP EC20; 0% at ATP EC20, 100% at ATP max; hit rate 0.02% among 360,000; AID 602247, 2012; activation, % at 3 µM;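 active = activation above the run cutoff, the mean activation of all test compounds plus 3 SD, cut at about 40% in these data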;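 also: peak over basal fluorescence ratio in a 140 s read after ATP addition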
CHO parental Ca: ATP-evoked calcium signal inhibitors, parental CHO, primary screen, counter-screen for OX1R antagonist project, cell-based, fluorescence, Fluo-8 calcium dye | parental CHO-K1, ATP-induced calcium, Fluo-8 fluorescence | inhibition, % at 5.6 µM | hit rate 0.63% among 330,000 | AID 463079, 2010;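 active = inhibition above that plate's mean sample inhibition plus 3 SD, cut at about 26% in these data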;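 also: 0% = ATP-challenged DMSO wells and 100% = DMSO wells without ATP; some compounds past the cut are filed as inactive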
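Test system: untransfected parental CHO cell line; also added: ATP stimulus; dosing: 5.6 µM, single dose; signal: calcium-sensitive Fluo-8 fluorescence; measure: percent inhibition of ATP-evoked calcium rise, normalized to controls; benchmarks: low control ATP plus DMSO, high control DMSO only; replication: one well per compound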
CHRM1 agonist: human M1 muscarinic receptor agonists, primary screen, Fluo-8 calcium fluorescence, CHO-K1 cells, HTS; hit rate 0.33% among 360,000; AID 588814, 2011; activation, % at 3 µM; CHO-K1 hM1, agonist mode; 0% DMSO, 100% acetylcholine EC100; Muscarinic acetylcholine receptor M1 (Homo sapiens), P11229;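 active = activation above the run's mean compound activation plus 3 SD, cut at about 16% in these data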;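 also: peak over basal fluorescence ratio within a 140 s kinetic read after compound addition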
OXTR potentiate: human OXTR potentiators, primary screen, fluorescence, CHO-OTR cells, Fluo-8 calcium. Oxytocin receptor (Homo sapiens), P30559. Fluo-8 calcium fluorescence, potentiator mode; 0% = oxytocin EC15, 100% = EC100. activation, % at 3 µM. hit rate 0.061% among 320,000;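 active = activation above that plate's cutoff, the mean activation of tested compounds plus 3 SD, cut at about 6.6% in these data, passing the limit was not always enough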;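 also: 100% uses oxytocin at 75 nM as the full agonist control; some results filed as inactive read as strong as hits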
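Dosing: Single dose, 3.0 µM nominal final compound concentration | Material: Human OTR in CHO cells | Technique: Kinetic Fluo-8 calcium fluorescence | Benchmarks: EC15 oxytocin alone as 0%, 75 nM oxytocin as 100% | Probe or stimulus: Oxytocin at about EC15, sub-maximal agonist stimulus | Incubation: Compound 6 min at room temperature before oxytocin, 100 s read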
TAAR1 antag: human TAAR1 antagonists, primary screen, Fluo-8 calcium fluorescence, CHO RD-HGA16 cells. Trace amine-associated receptor 1 (Homo sapiens), Q96RJ0. antagonist. inhibition, % at 3 µM. hit rate 1.5% among 360,000. AID 624466, 2012;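 active = inhibition above a per-plate cutoff, the mean inhibition of test compounds on that plate plus 3 SD, cut at about 49% in these data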;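 also: 0% = DMSO plus EC80 beta-PEA response and 100% = DMSO alone without agonist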
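Test system: RD-HGA16 CHO cells with stable hTAAR1 and Gα16 / Probe or stimulus: EC80 β-phenethylamine stimulus / Times: seeding 17-24 h prior, 75-min 37 °C, 30-min RT dye loading / Detection: Fluo-8 calcium-sensitive fluorescence / Read-out basis: % inhibition scaled between DMSO and EC80 PEA controls / Repeats: singlicate, one well per test compound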
CHO-K1 Ca antag: nonselective inhibitor or artifact in parental CHO-K1 cells; inhibition, % at 3 µM; AID 602250; hit rate 0.6% among 360,000; ATP-induced calcium, Fluo-8 fluorescence;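 active = inhibition above a per-plate cutoff, the plate's mean sample inhibition plus 3 SD, cut at about 24% in these data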;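 also: 0% = DMSO plus EC80 ATP and 100% = DMSO alone without ATP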
An asterisk follows results filed as active; . = not tested or not shown. Not a hit list, and some 4.2% of all compounds hit somewhere here.

#	Structure	CHRM1 agonist	CHO parental Ca	CHO-K1 Ca antag	OXTR potentiate	TAAR1 agonist	TAAR1 antag	CHRM1 antagonist	CHO-K1 Ca ag	M1 PAM parental
1	OCCCn1c(C2CCCN2c2nc(-c3ccc(F)cc3)cs2)nc2cc(Cl)c(N3CCCCC3)cc21 (configuration not stated)	-4	-10	-13	-2	17	-13	-9	-0.1	14
2	CSCC[C@H](NC(=O)OC(C)(C)C)C(=O)N/N=C/c1cc2ccc(C)cc2nc1Cl	1	-21	-9	-12	10	-11	3	2.3	22
3	COc1ccc(C(=O)C2CCCN(Cc3ccc4nonc4c3)C2)cc1F (configuration not stated)	-5	-10	-13	-5	-2	-34	14	1.9	13
4	CCCC(C(=O)NC(C)(C)C)N(Cc1ccccc1)C(=O)c1snc(C(N)=O)c1N (configuration not stated)	-7	.	-3	.	6	-17	-11	1.7	14
5	CC(C)OP(=O)(c1ccccc1)c1ccccc1	0	-10	-7	-7	0	4	-14	0.1	6
6	COc1cccc(N(CC(=O)NCCSc2ccccc2)S(C)(=O)=O)c1	-4	-10	-21	-3	8	-7	-4	2.2	14
7	Cc1cc(C(=O)NC2CCCc3c2cnn3-c2ccc(C)c(C)c2)nc(C)n1 (configuration not stated)	-1	-18	0	-7	-2	-18	-17	1.7	-4
8	Cc1ccc(C(=O)/C=C/c2ccc3c(c2)OCO3)o1	1	-6	-15	-8	0	-11	-8	0.1	0
9	O=C(COC(=O)CCS(=O)(=O)c1ccc(Cl)cc1)NC1CCCCC1	-1	-16	-11	-8	6	11	-35	0.8	18
10	COC(=O)C1=C(C)NC(=S)N(C(C)=O)C1c1ccc(OC)c(OC)c1 (configuration not stated)	-7	-11	-8	-3	6	-10	-5	0.6	24
11	O=C(Nc1ccc2c(c1)CCC2)c1ccccc1F	-4	-17	11	-4	5	15	1	-0.7	-4
12	Cc1cccc(N2CCN(C(=O)Cc3ccc(-n4c(=O)[nH]c5ccsc5c4=O)cc3)CC2)c1C	-7	-21	-4	-15	2	3	23	3.3	0
13	N#Cc1c(NC(=O)COC(=O)c2ccc(F)cc2)sc2c1CCC2	-1	-1	6	-4	1	-7	-16	-0.1	-4
14	Cc1ccc(CNc2cnn(C34CC5CC(CC(C5)C3)C4)c(=O)c2Cl)cc1	-10	-18	-6	4	3	-1	-8	0.1	18
15	CN(c1nc2ccccc2[nH]c1=O)C1CCCCC1	-1	-5	-3	-2	3	-19	-7	0.5	-9

3 compounds from above, ordered by their value in OXTR potentiate, highest first:
no.	SMILES	CHRM1 agonist	OXTR potentiate	TAAR1 agonist	CHRM1 antagonist
1	OCCCn1c(C2CCCN2c2nc(-c3ccc(F)cc3)cs2)nc2cc(Cl)c(N3CCCCC3)cc21 (configuration not stated)	-4	-2	17	-9
5	CC(C)OP(=O)(c1ccccc1)c1ccccc1	0	-7	0	-14
8	Cc1ccc(C(=O)/C=C/c2ccc3c(c2)OCO3)o1	1	-8	0	-8

More compounds:
#	Structure	CHRM1 agonist	CHO parental Ca	CHO-K1 Ca antag	OXTR potentiate	TAAR1 agonist	TAAR1 antag	CHRM1 antagonist	CHO-K1 Ca ag	M1 PAM parental
16	CC1(C)Cc2nc3[nH]c(=S)[nH]c(=O)c3cc2CO1	-1	-10	-11	2	1	-26	-16	-0.4	3
17	COc1ccc(NC(=O)Cc2ccc(Cl)cc2Cl)cn1	-1	-7	-1	-13	56*	1	-18	0.6	-3
18	CC(=O)C1=C(O)C(=O)N(CCc2c[nH]c3ccccc23)C1c1ccco1 (configuration not stated)	-2	-9	-14	-10	8	2	-12	0.7	14
19	CCCN(CC(=O)Nc1ccc(F)c(F)c1F)C(=O)c1ccc(N2CCCC2=O)cc1	3	-6	6	-4	8	8	-2	0.7	-16
20	O=[N+]([O-])c1cccc(/C=C/c2nc3ccc([N+](=O)[O-])cc3[nH]2)c1	2	19	7	-12	12	47	14	7.5	-9
21	CCOCCCNC(=S)Nc1ccc2nc3n(c(=O)c2c1)CCCCC3	-1	-12	-3	-6	0	17	11	0.4	-8
22	Cc1ccc(C)c(N(CC(=O)NCc2ccco2)C(=O)CCC(=O)Nc2ccccn2)c1	2	.	0	.	4	-1	-18	0.7	11
23	Cc1cccc(C(=O)O/N=C2/CC3CCC2(C)C3(C)C)c1 (configuration not stated)	-4	31*	-5	-11	2	-7	-6	-0.2	12
24	O=C(c1cnsn1)N1CCC(CO)(Cc2cccc(F)c2)CC1	-3	2	-7	-4	0	-27	-2	0.2	4
25	Cc1ccc(C2=NS(=O)(=O)N(C)C(C(=O)NC(C)c3ccccc3)=C2)cc1 (configuration not stated)	1	-5	-12	-9	4	16	-8	1.6	13
26	CCc1ccccc1NC(=S)N(CCCN1CCOCC1)Cc1ccccn1	-9	0	-6	7	9	-3	-4	0.4	13
27	COc1ccc(NC(=S)N2CCC(NC(=O)c3ccco3)CC2)cc1	0	-3	-12	-8	2	-2	-11	-0.4	11
28	CN(CCc1ccccn1)C(=O)CCC1CCCN(C(=O)c2ccsc2)C1 (configuration not stated)	-7	-7	4	-4	11	-5	-6	-0.2	-1
29	COc1ccc(N(C(=O)c2snc(C(N)=O)c2N)C(C(=O)NC2CCCC2)c2ccc(F)cc2)c(OC)c1 (configuration not stated)	-4	-8	-8	-5	4	-34	-13	0.6	-3
30	O=C(COC(=O)c1ccc(S(=O)(=O)NCc2ccco2)cc1)Nc1ccccc1OC(F)F	-1	-8	-1	-16	8	16	13	1.6	10
31	O=[N+]([O-])c1ccc(-n2nnnc2CN2CCCCC2)cc1	-9	-13	-4	-4	4	6	-1	0.8	14
32	O=c1[nH]c(CN2CCN(S(=O)(=O)c3cccs3)CC2)nc2c(Br)cc(Br)cc12	0	-12	-6	5	0	-11	-4	0.0	3
33	CC(C)(C)n1nc2c(c1NC(=O)c1c(F)cccc1F)CS(=O)(=O)C2	1	7	-3	0	4	-12	-4	0.8	-3
34	NC(=O)c1ccsc1NC(=O)C1CC1	-3	-3	-11	1	-1	-3	-15	0.2	29
35	Cc1cc(C(=O)OCC(=O)NC2CCS(=O)(=O)C2)c(C)n1-c1ccccc1 (configuration not stated)	-3	-3	10	-11	6	-9	13	0.8	-5
36	CCc1nc2ccccc2c(C(=O)OCC(=O)N(C)Cc2ccccc2)c1C	-1	-23	-39	-4	16	20	3	5.5	4
37	Cc1cc(C)c(C)c(S(=O)(=O)Nc2ccc(C(N)=O)cc2)c1C	1	-3	8	-29	7	1	-3	1.1	-1
38	COC(=O)CSc1n[nH]c(-c2ccncc2)n1	-3	8	-3	-6	1	0	-8	0.3	13
39	COc1cccc(NC(=O)CN(C)C(=O)c2cc(-c3ccccc3)nc3ccccc23)c1	-1	-14	3	-7	12	70*	16	7.3	4
40	O=C(CCc1nc2sc3c(c2c(=O)[nH]1)CCCC3)NCCOc1ccccc1	-2	-31	5	-7	-1	3	-3	0.0	-2
41	COc1ccc(NC(=O)c2ccc(N(C)S(C)(=O)=O)cc2)cc1OC	-3	2	-1	3	0	5	1	0.6	7
42	CC(=O)NC(CCS(C)(=O)=O)C(=O)Nc1cccc(Cl)c1Cl (configuration not stated)	-2	-6	4	-3	2	2	-11	0.6	6
43	O=C(Cc1c[nH]c2ccccc12)N/N=C/c1ccccc1O	-1	-12	-2	-4	30	-19	-9	1.6	11
44	Cc1c(S(=O)(=O)Nc2ccc3c(c2)OCCO3)cnn1C	-14	-2	5	-1	7	10	10	-0.2	3
45	Cc1ccc(C(O)c2nccn2C)o1 (configuration not stated)	-5	2	-4	3	3	-16	-3	0.7	11
46	COc1ccccc1CNC(=O)Cn1cccc1	-3	-15	-7	-6	9	-20	-9	0.1	-20
47	CN(C)CCCOC(=O)c1ccccc1	-8	-3	-7	3	2	-18	2	1.1	24

Grouped by structure: those above containing an NH in an aromatic ring (nine)
#	Structure	CHRM1 agonist	CHO parental Ca	CHO-K1 Ca antag	OXTR potentiate	TAAR1 agonist	TAAR1 antag	CHRM1 antagonist	CHO-K1 Ca ag	M1 PAM parental
12	Cc1cccc(N2CCN(C(=O)Cc3ccc(-n4c(=O)[nH]c5ccsc5c4=O)cc3)CC2)c1C	-7	-21	-4	-15	2	3	23	3.3	0
15	CN(c1nc2ccccc2[nH]c1=O)C1CCCCC1	-1	-5	-3	-2	3	-19	-7	0.5	-9
16	CC1(C)Cc2nc3[nH]c(=S)[nH]c(=O)c3cc2CO1	-1	-10	-11	2	1	-26	-16	-0.4	3
18	CC(=O)C1=C(O)C(=O)N(CCc2c[nH]c3ccccc23)C1c1ccco1 (configuration not stated)	-2	-9	-14	-10	8	2	-12	0.7	14
20	O=[N+]([O-])c1cccc(/C=C/c2nc3ccc([N+](=O)[O-])cc3[nH]2)c1	2	19	7	-12	12	47	14	7.5	-9
32	O=c1[nH]c(CN2CCN(S(=O)(=O)c3cccs3)CC2)nc2c(Br)cc(Br)cc12	0	-12	-6	5	0	-11	-4	0.0	3
38	COC(=O)CSc1n[nH]c(-c2ccncc2)n1	-3	8	-3	-6	1	0	-8	0.3	13
40	O=C(CCc1nc2sc3c(c2c(=O)[nH]1)CCCC3)NCCOc1ccccc1	-2	-31	5	-7	-1	3	-3	0.0	-2
43	O=C(Cc1c[nH]c2ccccc12)N/N=C/c1ccccc1O	-1	-12	-2	-4	30	-19	-9	1.6	11
